TexasRed autofl – Texas Red region autofluorescence. Compound fluorescence, Texas Red channel, 547/618 nm; hits give high values. max dye-equivalent concentration, M. actives 0.06% (n = 59,000). AID 587; in the data active = max dye-equivalent concentration above about 10 nM; inconclusive = between about 1.1 nM and that limit
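Pin-transferred compounds and Texas Red standards go into 100 mM Tris buffer, pH 8.0. After 15 min at room temperature, plates are imaged with 547/618 nm filters. Each value is a dye-equivalent concentration derived from the per-plate dye curve.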
Caspase-7 inhib – allosteric or competitive inhibitors of human caspase-7; P55210; recombinant caspase-7, Ac-DEVD-AFC fluorescence rate; Potency, µM (titrated, usually from 57.5 µM), for inactives: top-dose activity change, negative = inhibition, hits mostly inhibitors; actives 0.02% (n = 75,000); active = well fitted inhibition curve with a large enough effect in the main read-out, with a control signal flat, not every such curve was filed as active; inconclusive = small, poorly fitted or top-dose-only effect, or a change in a side signal; also: potency is read from the fitted curve at half-maximal effect; % of control where 0% means no effect
HADH2 inh – HADH2 (human) dehydrogenase inhibition; actives 3.4% (n = 73,000); Q99714; Potency, µM (doses to about 57.1 µM), without a hit: at the highest dose activity change, negative = inhibition, hits mostly inhibitors; recombinant HADH2, NADH fluorescence, beta-hydroxybutyryl-CoA; also: potency is read from the fitted curve at half-maximal effect; % is scaled to controls: 0 for no effect and ±100 for the full control effect; nearly all actives have a fitted effect of over 60% in size; many of its hits are not listed in these tables
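E. coli-expressed His-tagged HADH2 tested at 20 nM in alkaline Tris buffer (pH 9.0); oxidation of 90 uM beta-hydroxybutyryl-CoA with 1 mM NAD+ tracked fluorimetrically for 4 min.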
Rhodamine autofl – rhodamine region autofluorescence | Rhodamine-region fluorescence, 547/598 nm, Tris buffer; hits give high values | max dye-equivalent concentration, M | actives 0.05% (n = 59,000); in the data active = max dye-equivalent concentration above about 11 nM; inconclusive = between about 1.1 nM and that limit
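Steps: pin-transfer compounds into pH 8.0 Tris (100 mM), hold 15 min at room temperature, image with a 547/598 nm filter pair, and convert intensities to rhodamine-equivalent concentration using a six-point on-plate rhodamine series.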
Fluorescein fluor – fluorescein region autofluorescence; actives 0.91% (n = 59,000); Compound autofluorescence, 480/540 nm, fluorescein-equivalent; hits give high values; max fluorescein-equivalent concentration, M; AID 593; in the data active = max fluorescein-equivalent concentration above about 10 nM; inconclusive = between about 1.1 nM and that limit
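Compounds were pin-transferred into 100 mM Tris buffer, pH 8.0, and incubated 15 min at room temperature. Fluorescence was read at 480 nm excitation/540 nm emission. Signals were normalized to an on-plate six-point fluorescein standard curve as dye-equivalent concentration.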
ERK AVP inh – inhibitors of vasopressin-stimulated ERK signaling pathway. HEK293-V1b, vasopressin-stimulated pERK AlphaScreen. actives 0.99% (n = 72,000). Potency, µM (top dose mostly 57.5 µM), without a hit: top-dose activity, negative = inhibition, usual class: inhibitors; also: potency is read from the fitted curve at half-maximal effect; % is scaled to controls: 0 for no effect and ±100 for the full control effect; nearly all actives have a fitted effect of over 55% in size
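qHTS, compounds titrated on V1b-expressing HEK293 cells. Preincubation 30 min at 37C, vasopressin 25 nM for 5 min, lysis 10 min, bead incubation 5 hr at room temperature.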
Tau filament bind – binds recombinant human tau filaments; recombinant tau filaments, thioflavin S fluorescence, 15 h; filaments grown with octadecylsulfate alongside compound; P10636; actives 2% (n = 71,000); Potency, µM (series often up to 57.1 µM), without a hit: at the highest dose activity change, negative = inhibition;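 also: potency is read from the fitted curve at half-maximal effect; % is scaled to controls: 0 for no effect and ±100 for the full control effect; actives lower thioflavin S fluorescence by blocking filaments or displacing dye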
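Tau 2 uM in ThS buffer dispensed; compound added; 60 uM ODS added (finals 1 uM tau, 30 uM ODS); 15 h 37 C; fluor ex450/em510.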
USP2a inhib – blocks human ubiquitin-specific protease USP2a | USP2a enzymatic assay, qHTS inhibition | Potency, µM (series often up to 38.3 µM), for inactives: at the top dose activity change, negative = inhibition, actives largely listed as inhibitors | actives 0.1% (n = 60,000);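 also: potency is read from the fitted curve at half-maximal effect; nearly all actives have a fitted effect of over 60% in size; plate controls were DMSO for no effect and NEM full inhibition control for full effect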
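Coupled readout: USP2-cleaved Ub-PLA2 (20nM final) turns over NBD C6-HPC (20uM final), Ex 460nm/Em 535nm after 2.5 h, time-zero read flagging artifacts. Enzyme (20nM final, pH 8.0 Tris) given 30 min RT with compound first; NEM defines full inhibition.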
Caspase-1 inhib – allosteric or competitive inhibitors of human caspase-1; P29466; Caspase-1 enzyme, Ac-WEHD-AFC fluorogenic rate; Potency, µM (doses to about 57.5 µM), for the others: top-dose activity change, negative = inhibition, most hits filed as inhibitors; actives 0.03% (n = 75,000);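 also: potency is read from the fitted curve at half-maximal effect; plate controls were vehicle for no effect and no substrate for full effect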
Luciferase inh – inhibitors of firefly luciferase | actives 2.2% (n = 72,000) | Potency, µM (highest dose often 57.1 µM), inactives show at the top dose activity change, negative = inhibition, most hits filed as inhibitors | P08659 | purified firefly luciferase, luminescence, 8 min; also: potency is read from the fitted curve at half-maximal effect; % is scaled to controls: 0 for no effect and ±100 for the full control effect; nearly all actives have a fitted effect of over 40% in size
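Luminescence read-out after 8 min at room temperature; enzyme reaction used luciferin plus 10 uM ATP (linear range) in imidazole buffer pH 7.2 with KCl, MgCl2, Tween 20 and BSA. Each sample was run as a titration.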
HEK293 cAMP cs – raises cAMP in parental HEK293 cells, TSHR agonist counter-screen | parental HEK293 CNG cAMP sensor, membrane potential fluorescence | actives 2.5% (n = 73,000) | AID 938 | Potency, µM (top dose mostly 57.1 µM), for the others: at the top dose activation, hits mostly activators; also: potency is read from the fitted curve at half-maximal effect; % of control where 0% means no effect; nearly all actives have a fitted effect of over 55% in size
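Parental HEK 293 cells stably expressing a modified CNG channel (no TSHR) report cAMP rise as membrane depolarization. Membrane potential dye with 100 uM RO 20-1724 was loaded for 60 min at room temperature, then compound added for 30 min; fluorescence read at 590 nm.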
* marks the source's active call; other numbers are inactive results; i = inactive; ? = inconclusive; nt = no result given; [ ] = remark or other dose. Unless noted, calls follow the shape of the dose curve; as a rule, active = well fitted curve in the direction sought with a large enough effect; inconclusive = small, poorly fitted or top-dose-only effect, or another doubt; inactive = no such curve, though single readings can be large; an effect the other way counts as inactive or inconclusive. Not all compounds are listed (hit frequency here may not be typical).

SMILES	TexasRed autofl	Caspase-7 inhib	HADH2 inh	Rhodamine autofl	Fluorescein fluor	ERK AVP inh	Tau filament bind	USP2a inhib	Caspase-1 inhib	Luciferase inh	HEK293 cAMP cs
O=C(CSc1nnc(-c2cccnc2)o1)c1cc2ccccc2oc1=O	?	-8%	-22%	i	i	-10%	-19%	26%	-4%	-6%	-29%
O=C(O)CCOc1ccc2c(c1)OCCO2	i	0%	-9%	i	?	16%	-7%	-5%	2%	4%	?
O=C(NCc1cccs1)c1ccccc1C(=O)NCc1cccs1	i	0%	5%	i	i	-17%	0%	-4%	-4%	0%	5%
COc1ccccc1-c1nnc(Nc2nc3c(OC)cccc3s2)o1	?	-5%	32µM*	i	i	12%	59%	18%	1%	?	11%
Cc1cccc(C)c1-n1nnnc1SCSc1nnnn1-c1c(C)cccc1C	i	-1%	3%	i	i	-1%	6%	0%	1%	-1%	16µM*
O=C(NCc1cccs1)C1CCN(S(=O)(=O)c2cccc3cccnc23)CC1	nt	-1%	9%	nt	nt	-11%	4%	nt	-1%	2%	-5%
O=C(Cn1cnc2c(nnn2Cc2ccc(Cl)cc2)c1=O)NC1CCCC1	i	-1%	12%	i	i	9%	-6%	2%	-1%	-1%	23%[2.29 µM]
Cn1c(-c2ccc(Br)o2)nc2ccccc21	i	-3%	-5%	i	?	-11%	6%	8%	-1%	7.9µM*	?
O=C(O)CN(Cc1ccco1)S(=O)(=O)c1ccccc1	nt	-1%	-19%	nt	nt	-5%	-2%	-8%	0%	2%	-3%
O=c1cnnc(SCCc2ccccc2)[nH]1	i	?	201%[activator]	i	?	?	7.9µM*	42%[activator]	?	?	32µM*
O=C(Nc1cccc(F)c1)C1C2C=CC3(CN(CCCN4CCOCC4)C(=O)C13)O2 (configuration not stated)	nt	0%	5%	nt	nt	-16%	-1%	nt	-3%	-1%	4%
CCOC(=O)N1CCN(c2c(N3CCOCC3)c(=O)c2=O)CC1	nt	0%	3%	nt	nt	8%	1%	nt	-3%	3%	5%
Cc1csc(=NC(=O)c2ccccc2)n1Cc1ccco1	?	0%	2%	i	i	7%	30%	0%	0%	-1%	?
Cc1ccc(S(=O)(=O)NC2=NCN(Cc3ccccc3)CN2)cc1	?	-1%	3%	i	?	0%	-2%	-3%	-1%	4%	20%
COC(=O)c1sccc1NC(=O)c1cc2c(s1)CCCC2	i	-1%	?	i	i	24%	46%	9%	-1%	20µM*	?
CCOc1ccc2nc(SCc3ccc(C(=O)OC)o3)[nH]c2c1	i	0%	-1%	i	i	-17%	6%	6%	-1%	-6%	30%
CCN(CC)S(=O)(=O)c1cc(Br)c(C)cc1OC	?	1%	6%	i	?	-1%	-4%	8%	2%	0%	?
CCn1c(SCC(=O)Nc2cc(C)ccc2C)nnc1-c1cnccn1	?	-1%	4%	i	?	3%	-8%	12%	0%	5%	-2%
O=c1c2cc(-c3ccccc3)sc2ncn1/N=C/c1ccco1	nt	-13%	-26%[11.4 µM]	nt	nt	-22%	i[11.4 µM]	26%[7.66 µM]	-8%	-18%	7%[11.4 µM]
CCOc1ccc(OCC)c(NC(=O)CN2CCN(c3ccc(C)cc3C)CC2)c1	i	0%	-2%	i	?	-17%	9%	-18%	0%	9%	1%
COc1ccccc1NC(=O)COC(=O)c1ccc(S(=O)(=O)NCc2ccco2)cc1	i	-6%	6%	i	i	?	3%	18%	-2%	-13%	-2%
CC1(C)CC(=O)C=C(NCCN2CCN(C(=O)Nc3ccc(Cl)c(Cl)c3)CC2)C1	nt	-2%	2%	nt	nt	?	3%	41%[activator]	-4%	4%	2%
CNC(=O)c1cc2cc(OC)ccc2n1CCN(C)C	nt	1%	?	nt	nt	-2%	-4%	-10%	1%	0%	21%
O=C(NC1CC2CCC(C1)N2C(=O)NCc1ccccc1)C1CC1 (configuration not stated)	i	-2%	-9%	i	i	41%[activator]	-2%	-7%	-1%	1%	-5%
Cc1ccc(C)c(N2CCN(C(c3ccncc3)c3nnnn3Cc3ccccc3)CC2)c1 (configuration not stated)	i	-1%	20%	i	i	-8%	?	-3%	-2%	-1%	27%
C=CCNC(=O)CN(c1cccc(Br)c1)S(C)(=O)=O	nt	2%	14%[11.4 µM]	nt	nt	4%	11%[11.4 µM]	3%[7.66 µM]	0%	4%	2%[11.4 µM]
NC(=O)NC(Cc1ccccc1)C(=O)O (configuration not stated)	i	2%	6%	i	?	-5%	-13%	3%	3%	2%	0%
Cc1cc(C)n2cc(CSc3nnnn3C)nc2n1	i	0%[0.00368 µM]	32µM*	i	i	6%	-1%	-5%	0%	-1%	5%
COc1cc(OC)cc(C(=O)Nc2cccc(C(C)=O)c2)c1	nt	0%	-3%	nt	nt	?	-5%	-2%	1%	?	5%
CCN(CC)CCCCC1CCN(CC(=O)N2c3ccccc3C(=O)Nc3cccnc32)CC1	nt	-2%	10%	nt	nt	2%	nt	nt	4%	nt	18%
COc1ccc(NC(=O)CSc2nc3c(c(=O)n2-c2ccccc2)SCC3)c(OC)c1	i	5%	2%	i	i	1%	193%	4%	-3%	1%	26%
CCOCCCNC(=O)c1ccc2c(c1)ncn2C1CCCC1	i	1%	1%	i	i	31%[activator]	-3%	8%	-3%	-8%	-1%
Cc1cccc(C2CC(c3ccc(Cl)cc3)Nc3nc(N)nn32)c1 (configuration not stated)	nt	-2%	-9%	nt	nt	-18%	-17%	nt	2%	0%	2%
COc1ccc(S(=O)(=O)NCc2cn3c(C)csc3n2)cc1F	nt	0%	6%	nt	nt	nt	-13%	nt	0%	3%	7%
COc1ccc(OC)c(C2=NOC(C(=O)Nc3cccnc3)C2)c1 (configuration not stated)	i	0%	2%	i	i	-4%	-8%	1%	-1%	1%	13%
CCOC(=O)c1ccccc1NC1c2ccccc2C(=O)N1C1CCN(C(=O)OCC)CC1 (configuration not stated)	nt	-3%	5%	nt	nt	-9%	122%	nt	-6%	2%	?
CCOC(=O)C1=C(O)C(=O)N(c2ccc(S(N)(=O)=O)cc2)C1c1ccc(OC)cc1OC (configuration not stated)	i	0%	-11%	i	?	4%	-15%	18%	-1%	3%	8%
O=C(O)CCc1ccc(-c2cccs2)n1NC(=O)c1ccco1	i	1%	-23%	i	i	-14%	1%	-3%	2%	-1%	6%
CCc1c(C)nc(/N=C(/NC(=O)c2ccccc2)Nc2ccccc2OC)[nH]c1=O	i	1%	9%	i	i	-14%	5%	2%	0%	0%	14%
Cn1c(C(=O)NCc2ccccn2)cc2c(=O)n(C)c3ccccc3c21	nt	-1%	10%	nt	nt	-2%	226%	nt	-2%	-3%	-10%[11.4 µM]
COc1ccc(S(=O)(=O)N2CCN(Cc3ccc4c(c3)OCO4)CC2)c2ccccc12	nt	-1%	-1%	nt	nt	-7%	-2%	nt	0%	1%	9%
CC1C(=O)C(C)C(c2ccco2)NC1c1ccco1 (configuration not stated)	i	-5%	-2%	i	i	-17%	-5%	-3%	3%	5%	5%
CC(C)(C)C1CCc2[nH]nc(C(=O)O)c2C1 (configuration not stated)	i	0%	4%	i	i	7%	-1%	-3%	-1%	1%	11%
COc1ncc2nc(CCc3ccccc3)c(=O)n(Cc3ccc(F)cc3)c2n1	i	-6%	20%	i	i	20%	-9%	15%	-5%	0%[11.4 µM]	?
Cc1c(C(=O)OC2CCCC2C)[nH]c2c1C(=O)CCC2 (configuration not stated)	nt	-3%	-4%	nt	nt	?	-1%	nt	-3%	-5%	12%
COCCNC(=O)CSc1nc2ccccc2c(=O)n1CCCC(=O)NCc1ccccc1	i	-1%	13%	i	?	-13%	6%	-3%	1%	2%	1%
CSc1nnc(C2CCCN2)n1C (configuration not stated)	i	1%	-2%	i	?	-13%	8%	-2%	-1%	3%	2%
Cc1occc1-c1nnc(SCC(=O)NC(=O)NC(C)C)n1N	i	-1%	-7%	i	?	8%	4%	-5%	2%	4%	4%
COc1cc(OC)cc(C(=O)NC2CCSC2=O)c1 (configuration not stated)	i	0%	-2%	i	i	-1%	-2%	14%	0%	0%	5%
O=C(CC1SC2=NCCN2C1=O)Nc1ccc(Br)cc1 (configuration not stated)	i	0%	4%	i	i	-1%	-6%	13%	-3%	1%	4%
CCN1CCN(Cc2nc3c(c(=O)n(C)c(=O)n3C)n2CC(=O)c2ccccc2)CC1	nt	-2%	-19%	nt	nt	nt	203%	nt	-4%	-7%	15%
COc1ccccc1-c1nccc(NCc2ccccc2)n1	i	-2%	-2%	i	?	1%	2%	82%[activator]	-4%	1%[2.29 µM]	?

Screening results as filed in PubChem.
